AmpC det inh: blocks E. coli AmpC beta-lactamase in presence of detergent; P00811; purified AmpC, nitrocefin hydrolysis with detergent; Potency, µM (titrated, usually from 28.7 µM), inactives show at the highest dose activity change, negative = inhibition; 71,000 compounds, 0.09% hits; AID 584; active means well fitted curve in the direction sought with a large enough effect
Target sequence (P00811 whole entry, looked up): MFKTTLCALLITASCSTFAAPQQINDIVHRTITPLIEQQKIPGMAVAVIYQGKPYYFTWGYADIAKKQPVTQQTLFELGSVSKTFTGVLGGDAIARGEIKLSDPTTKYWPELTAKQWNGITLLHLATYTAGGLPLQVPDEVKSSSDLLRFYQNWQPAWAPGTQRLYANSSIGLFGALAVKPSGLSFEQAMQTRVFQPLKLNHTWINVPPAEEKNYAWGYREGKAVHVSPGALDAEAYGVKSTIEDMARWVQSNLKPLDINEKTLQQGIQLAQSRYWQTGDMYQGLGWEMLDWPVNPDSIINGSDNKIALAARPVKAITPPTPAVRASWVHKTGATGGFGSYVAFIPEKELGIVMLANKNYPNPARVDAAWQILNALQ
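E. coli AmpC (5.3 nM) in 20 mM phosphate pH 7.0 with 0.01% Triton X-100, preincubated 15 min RT with compound; nitrocefin (2 uL of 800 uM stock) hydrolysis followed by 480 nm absorbance every 20 s over 4 min.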
Numbers without * were called inactive; [ ] = dose if it differs, or a comment. On the % scale 0 is the no-effect control and ±100 the full control effect; potency means the concentration at half of the fitted maximal effect. This is a subset (hit frequency here may not be typical).

mol	AmpC det inh
Cn1c(Cn2c(=O)sc3ccccc32)nnc1SCC(=O)NCCc1ccccc1	4.7%
Cc1cc(NC(=O)CSc2nc3ccccc3c(=O)n2C2CCCC2)no1	-0.8%
CCCCN(C)Cc1c(C)[nH]c2ccc(Cl)cc2c1=O	10.9%
Cc1cc(NC(=O)c2cc(-c3cccs3)on2)nn1Cc1ccc(Cl)cc1	-2.3%
Cc1cccc(Cn2c(SCCO)nc3c2c(=O)n(C)c(=O)n3C)c1	-2.9%
COc1ccc(-c2cc(C(=O)Nc3c(C)nn(Cc4ccccc4Cl)c3C)no2)cc1OC	-2.9%
CCN1CCC[C@@H]1CNC(=O)c1c(OC)ccc(I)c1O	-2.1%
Cc1onc(-c2ccccc2Cl)c1C(=O)Nc1ccccc1C(N)=O	-1.1%

Additional records follow:
mol	AmpC det inh
O=C(c1ccc(Cl)cc1)N1CCN(C(=O)c2ccco2)CC1	7.2%
C[C@@]12CC[C@H]3[C@@H](CCC4=CC(=O)CC[C@]43C)[C@H]1CCC2=O	-3.2%
c1ccc(C(c2nnnn2Cc2ccco2)N2CCN(C3CCCC3)CC2)cc1 (stereo not given)	21.8%
CCOc1ccc(N(CC(=O)N2CCc3ccccc32)S(=O)(=O)c2c(C)noc2C)cc1	17.3%
CC(C)(C)NC[C@@H](O)COc1cccc2[nH]c(C#N)cc12	-2.3%
O=C(NCC(F)(F)F)Nc1cccnc1	-2.8%
CCSc1ccccc1C(=O)Nc1cccnc1	-5.7%
Cc1noc(NS(=O)(=O)c2ccc(NC(=O)COc3ccc(Cl)cc3Cl)cc2)c1C	12.1%

The results go on:
mol	AmpC det inh
COC(=O)c1ccccc1S(=O)(=O)NC(=O)c1ccccc1	0.2%
COc1cccc(-c2cc(NCc3cccs3)ncn2)c1	6.5%
CCOC(=O)C1=C(O)CSC1=Nc1cccc(Cl)c1	4.7%
Cc1c(C(=O)N2CCOCC2)[nH]c2c1C(=O)CC(c1ccccc1Cl)C2 (stereo not given)	-0.3%
COC(=O)c1[nH]c2ccc(C)cc2c1NC(=O)CN1CCc2cc(OC)c(OC)cc2C1	-6.8%
Fc1ccc(-c2nnc(CN3CCN(c4ncc(C(F)(F)F)cc4Cl)CC3)o2)cc1	-1.9%
CC(C)CNC(=O)COC(=O)c1cc(S(=O)(=O)N2CCCCC2)ccc1N1CCOCC1	-5.9%
CC(=O)c1cccc(NC(=O)CC2Oc3ccc(C)cc3NC2=O)c1 (stereo not given)	7.8%

Following part:
mol	AmpC det inh
COc1ccc(C(=O)Nc2ccc(Cl)cn2)cc1Cl	-1.2%
CCOc1ccccc1C1CC(=O)Nc2cc3c(cc21)OCCO3 (stereo not given)	-7.2%
O=c1c(N2CCCCC2)coc2ccccc12	11.8%
COC(=O)c1ccc(C2C(C(=O)OC(C)C)=C(C)N=C3SCCC(=O)N32)cc1 (stereo not given)	6.7%
COc1ccc(CN2CCN(C(=O)CN3C(=O)C4C5C=CC(C5)C4C3=O)CC2)c(OC)c1OC (stereo not given)	-2.5%
Cc1nc2nc3c(cn2n1)C(=O)CC(C)(C)C3	-3.2%
COC(=O)[C@@]1(Cc2ccc(F)cc2)[C@@H]2[C@@H](CC(=O)[C@H]2CC(=O)C(=O)N2CCCC2)CN1C(=O)c1ccccc1	-0.7%
COc1ccc(-c2nnc(N)s2)cc1	7.4%

Later entries
mol	AmpC det inh
C=C(C)Cn1c(CCNC(=O)CCC)nc2ccccc21	-5.5%
Cn1nnnc1SCC(=O)N1CCN(c2cccc(Cl)c2)CC1	-2.6%
Cc1ccc2c(c1)CCCN2C(=O)c1ccc2c(c1)OCO2	21.5%
CCc1nnc(NC(=O)CCc2nc(C3=CCN(C)CC3)no2)s1	-1.2%
COc1cc2c(cc1OC)CN(C(=O)c1ccc(OC)c(S(=O)(=O)N3CCOCC3)c1)CC2	-2.8%
Cc1sc2nc(C(C)Sc3nnc(C)n3-c3ccccc3)[nH]c(=O)c2c1C (stereo not given)	-2.9%
C#CCSc1nnc(-c2cccc3ccccc23)o1	0.5%
COc1ccc(Br)cc1C(=O)Nc1cccc(-c2nnc(-c3ccco3)o2)c1	-6.5%

Part of the list above in order of molar mass, smallest number first:
mol	AmpC det inh
C#CCSc1nnc(-c2cccc3ccccc23)o1	0.5%
CCc1nnc(NC(=O)CCc2nc(C3=CCN(C)CC3)no2)s1	-1.2%
COc1ccc(Br)cc1C(=O)Nc1cccc(-c2nnc(-c3ccco3)o2)c1	-6.5%
COc1cc2c(cc1OC)CN(C(=O)c1ccc(OC)c(S(=O)(=O)N3CCOCC3)c1)CC2	-2.8%

Reformatted: four of the compounds above.
Cc1sc2nc(C(C)Sc3nnc(C)n3-c3ccccc3)[nH]c(=O)c2c1C (stereo not given)
  AmpC det inh = -2.9%

Cc1ccc2c(c1)CCCN2C(=O)c1ccc2c(c1)OCO2
  AmpC det inh = 21.5%

C#CCSc1nnc(-c2cccc3ccccc23)o1
  AmpC det inh = 0.5%

Cn1nnnc1SCC(=O)N1CCN(c2cccc(Cl)c2)CC1
  AmpC det inh = -2.6%

Following part.
mol	AmpC det inh
COc1ccc(NS(=O)(=O)c2cccc3cccnc23)cc1	-2.9%
Cc1cccc2cc(C#N)c(SCC(=O)N3CC(=O)Nc4ccccc43)nc12	-4.2%
c1ccc(CCc2nc(-c3ccncc3)no2)cc1	-1.9%
CC12CC(NC(=O)N1c1ccc(C(=O)N3CCN(c4ccc(F)cc4)CC3)cc1)c1ccccc1O2 (stereo not given)	-0.3%
CC(NC(=O)Nc1nnc(C(F)(F)F)s1)N1C(=O)C2C3C=CC(C3)C2C1=O (stereo not given)	-2.7%
COc1ccc(-c2noc(CN3CCN(c4ccccc4)CC3)n2)cc1	11.1%
Cc1[nH]n(-c2ccccc2)c(=O)c1-c1ccccc1	8.6%
O=C(c1ccccc1)N1CCN(Cc2ccccc2Br)CC1	-5.0%

The list continues:
mol	AmpC det inh
C=CCn1c(Cc2cccs2)nnc1SCC(=O)Nc1cccc(OC)c1	0.3%
CC(=O)Nc1ccc(C)cc1NC(C)=O	-3.0%
O=C(Nc1ccon1)c1ccc2c(c1)OCO2	-6.4%
COC(=O)c1ccccc1NC(=O)c1ccco1	10.9%
CCOP(=S)(OCC)SCSC(C)(C)C	10.6%
O=C(Oc1ccccc1)N1CCC2(CCN(Cc3ccccc3)CC2)CC1	-1.0%
CCOCCCNc1nc2c(c(=O)[nH]c(=O)n2C)n1CCCc1ccccc1	5.9%
CC(c1nnc(SCC(=O)NC(=O)NCc2ccco2)n1-c1ccc(Cl)cc1)N(C)C (stereo not given)	-2.5%

Next section.
mol	AmpC det inh
CCCC[N+](=O)[O-]	7.8%
CN(C)c1ncc2nc(-c3ccccc3)c(=O)n(-c3ccccc3)c2n1	2.1%
Cc1cccc(NC(=O)CSc2n[nH]c(-c3ccncc3)n2)c1	13.0%
Cc1ccccc1O	13.7%
COc1cc(NS(=O)(=O)c2ccc(C)cc2)ccc1-n1cnnn1	7.0%
Cc1nn(Cc2nc(-c3cccs3)no2)c(C)c1Br	10.5%
C=CCOc1ccc2ccccc2c1CNc1ncn[nH]1	-4.6%
CN(C)CCCOC(=O)CCc1ccccc1	-2.7%

Additional entries
mol	AmpC det inh
CC(C)C(C(=O)OCC(=O)c1ccc2c(c1)NC(=O)CO2)N1C(=O)c2ccccc2C1=O (stereo not given)	-5.3%
CCc1ccc(C(=O)Nc2nnn(CC)n2)cc1	-3.0%
CCOc1ccc(-c2nc3n(c(=O)c2C#N)CCCS3)cc1	-3.1%
CCOC(=O)N1CCC(NC(=O)C(C)n2c3ccccc3c3cnn(C)c(=O)c32)CC1 (stereo not given)	5.2%
COc1cc(C(c2sc3nc(C)nn3c2O)N2CCOCC2)cc(OC)c1OC (stereo not given)	10.9%
C[C@@H]1O[C@H](O[C@H]2C[C@@H](O)[C@@]3(CO)[C@H]4[C@@H](O)C[C@]5(C)[C@@H](C6=CC(=O)OC6)CC[C@]5(O)[C@H]4CC[C@]3(O)C2)[C@@H](O)[C@H](O)[C@@H]1O	-0.4%[12.8 µM]
CCOC(=O)c1cc2c(ccn2C)n1CC(=O)N1CCN(c2ccccc2OC)CC1	0.9%
COc1cccc(C2CC(c3ccccc3OC)n3ncnc3N2)c1 (stereo not given)	16.0%

(cont.)
mol	AmpC det inh
CCOC(=O)N1CCC(NC(=O)CCc2cn(C)c3ccccc23)CC1	-1.5%
CC1(C)C(=O)C2(CCCC2)C(=O)OC1c1ccco1 (stereo not given)	-5.1%
CCCn1cnc2c(c1=O)c1nc3ccccc3nc1n2Cc1ccccc1OC	15.5%
COc1ccc(OC)c(C2/C(=C(\O)c3c(C)nc4ccccn34)C(=O)C(=O)N2CCCN(C)C)c1 (stereo not given)	17.2%
Cc1o[nH]c(=O)c1CC[C@H](N)C(=O)O	1.0%
CCCc1cc(=O)[nH]c(Nc2ccc(N3CCCCC3)cc2)n1	-3.3%
COc1ccc(CCNC(=O)c2cc(-c3ccccc3)on2)cc1OC	-3.9%
O=C(Nc1cc[c]([Sb](=[O])([OH])[OH])cc1)c1ccccc1	-2.7%[5.75 µM]

Additional entries:
mol	AmpC det inh
COc1ccc(-c2nnc(SCc3ccccc3)n2N)cc1	-3.1%
Cc1ccc(S(=O)(=O)Cn2nnnc2C(c2ccc(F)cc2)N2CCC(C(N)=O)CC2)cc1 (stereo not given)	3.8%
CC1(C)Cc2noc(N)c2C(C)(C)N1OC(=O)c1ccccc1	-3.0%
COc1ccc(C(c2sc3nc(C)nn3c2O)N2CCCCC2)cc1 (stereo not given)	9.7%
CCN(CC)C(=O)c1sc(NC(=O)c2ccoc2C)c(C(=O)OC)c1C	6.3%
CCc1ccc(CCC(=O)Nc2nnc(CC)s2)o1	-2.8%
N[C@H](C(=O)O)[C@H](O)C(=O)O	0.4%
CC(C)N(C)C1CCN(C(=O)Nc2ccc(Cl)c(Cl)c2)CC1	-2.6%

New compounds follow
Molecule	AmpC det inh
COc1ccc(C)cc1NC(=O)CN1CCN(S(=O)(=O)c2ccc(F)cc2)CC1	-2.4%
COC(=O)c1sc(S(=O)(=O)Nc2ccc3cn[nH]c3c2)c(C(=O)OC)c1C	-3.1%
O=C(CCCN1C(=O)CCC1=O)Nc1cccc(C(F)(F)F)c1	1.3%
COc1ccccc1NC(=O)N1CCCC1C(=O)Nc1nnc(C(C)C)s1 (stereo not given)	2.7%
O=C(NCCO)c1ccc(-c2nnc(N3CCOCC3)c3ccccc23)cc1	10.6%
CC(C)(C)NC(=O)NC(=O)Cn1cc(C(F)(F)F)ccc1=O	-3.9%
O=C(c1ccco1)N1CCC2(CCCN(C(c3ccccc3)c3ccccc3)C2)CC1	0.4%
O=c1cc(O)cc(/C=C\c2ccc(O)c(O)c2)o1	-3.2%
CCC(Sc1nc2ccccc2c(=O)n1CC1CCCO1)C(=O)NCc1cccnc1 (stereo not given)	0.2%
O=C(c1cnccn1)N1CCC2(CCCN(C(c3ccccc3)c3ccccc3)C2)CC1	-6.8%
Cc1ccccc1-n1c(=O)cc(N2CC(C)OC(C)C2)[nH]c1=O (stereo not given)	-0.7%
Cc1ccc(C2=NCCNC2=O)c(C)c1	-3.0%
COC(=O)c1c(C)oc2ccc(NS(=O)(=O)c3cccs3)cc12	1.1%
CSc1cccc(NS(=O)(=O)c2cccc3nsnc23)c1	-0.4%
[O-][n+]1onc2c1CCC1N(O)C(c3ccccc3)CC21O (stereo not given)	-1.1%
CC(C)c1[nH]nc2c1C(C(C)C)C(C#N)=C(N)O2 (stereo not given)	6.3%
N#Cc1cccc(NC(=O)N2CCC3(CC2)CCN(C(=O)c2csnn2)CC3)c1	-4.3%
O=C(NCC1CCCO1)C1CCN(CC2CCCCC2)CC1 (stereo not given)	-1.4%
CNC1=C(Br)C(=O)c2ccncc2C1=O	16.6%
O=C(c1n[nH]c(=O)c2ccccc12)N1CCN(c2ccccc2Cl)CC1	-2.1%
Cc1cc(C)cc(N(CC(=O)NCC2CCCO2)C(=O)CCC(=O)Nc2cc(C)on2)c1 (stereo not given)	11.3%
CCOC(=O)N1CCN(c2ccc3nnnn3n2)CC1	7.2%
CCOc1ccc(CC2S/C(=N/c3ccccn3)NC2=O)cc1 (stereo not given)	36.6%
O=C(CCCn1c(SCC(=O)NC2CCCCC2)nc2ccccc2c1=O)NCC1CCCO1 (stereo not given)	-4.8%
Cc1cc(C(=O)CSC(C)c2nc3ccccc3c(=O)[nH]2)c(C)n1C (stereo not given)	-0.8%
COc1ccc(-c2nnn(CC(=O)N(C3CCCC3)C(C)C(=O)NC3CCCC3)n2)cc1OC (stereo not given)	-2.1%
CCC(Sc1nc2n[nH]c(C)c2c(=N)n1-c1cccc(Cl)c1)C(=O)NCCOC (stereo not given)	10.9%
COC(=O)COc1ccc(S(=O)(=O)NCCC2=CCCCC2)cc1	-7.5%
O=C(Nc1ccc(S(=O)(=O)N2CCCC2)cc1)c1ccc(CN2CCOCC2)cc1	-1.5%
Cc1cc(C)c2c(n1)nn1c(C)c(CCC(=O)NCc3ccco3)c(C)nc21	12.6%

(listing goes on)
Molecule	AmpC det inh
C=CCOc1ccccc1/C=c1\sc2nc(-c3oc4ccccc4c3C)nn2c1=O	-3.4%
Cc1ccc(C)c(N2CCN(C(=O)c3ccc(Cn4c(=O)[nH]c5ccccc5c4=O)cc3)CC2)c1	-3.4%
Nc1cccc2cnccc12	9.1%
Cc1ccc(C)c(N2C(=O)CC(N3CCN(Cc4ccc5c(c4)OCO5)CC3)C2=O)c1 (stereo not given)	-1.3%
COc1ccc(OC)c(N(CC(=O)NCCSc2ccccc2)S(C)(=O)=O)c1	-3.3%
Cc1cc(=O)c2n(Cc3ccc(Cl)cc3)nc[n+]2[nH]1	-3.4%
CN(C)c1ccc(CNC23CN4CN(CN(C4)C2)C3)cc1	-3.9%
CNC(=O)C1CC(=O)N(Cc2ccc3c(c2)OCO3)C(=Nc2ccc(OC)cc2)S1 (stereo not given)	15.0%
O=C(NCc1cccs1)c1cccc(N2CCCC2=O)c1	0.4%
c1ccc(N2CCN(Cc3ccnc4ccccc34)CC2)cc1	5.9%
O=S(=O)(Nc1cccc2ncccc12)c1cccs1	-5.3%
O=c1c2cnn(-c3ccccc3)c2ncn1/N=C/c1ccncc1	1.3%
